Screening results: PubChem, National Center for Advancing Translational Sciences (NCATS)
EPAC1 ag – agonists of human EPAC1. EPAC1 agonist qHTS, biochemical assay; response scale: 100% = response to 6.5 mM cAMP. Potency, µM (doses to about 154 µM), for the others: at the highest dose activation, usual class: activators. actives 0.073% (n = 360,000); also: potency is read from the fitted curve at half-maximal effect; nearly all actives have a fitted effect of over 60% in size
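Compounds were pinned as a concentration titration into mixtures of EPAC1 (100 nM), BODIPY-GDP-loaded Rap1B (250 nM) and GDP (50 uM). After 5 min at room temperature, fluorescence was followed for 30 min; activity was scaled to 6.5 mM cAMP.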
Abeta rescue – restores growth of yeast expressing A-beta42 peptide. yeast expressing A-beta42, growth rescue, OD600, 48 h; response scale: 0% DMSO, 100% iron-clioquinol control. Potency, µM (series often up to 46.1 µM), for inactives: at the top dose growth rescue, hits mostly activators. actives 0.063% (n = 410,000). AID 1347071; also: potency is read from the fitted curve at half-maximal effect; nearly all actives have a fitted effect of over 55% in size
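Growth rescue measured by 600 nm absorbance after 48 h yeast culture at 30 C with compound. Values normalized between DMSO and an equimolar ferric chloride plus clioquinol control.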
EPAC1 antagonist – EPAC1 (human) antagonism. O95398. EPAC1 GEF assay, Rap1b-BODIPY-GDP exchange fluorescence. Potency, µM (titrated, usually from 115 µM), without a hit: top-dose activity change, negative = inhibition, hits mostly inhibitors. actives 0.14% (n = 360,000). AID 720709;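 also: potency is read from the fitted curve at half-maximal effect; plate controls were vehicle for no effect and positive control for full effect; nearly all actives have a fitted effect of over 50% in size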
PI5P4K alpha inh – blocks human PI5P4K alpha kinase activity. actives 1.2% (n = 330,000). AID 652105. max response, %. P48426. PI5P4Kalpha enzyme, ADP-Glo luminescence, 60 min; hits give low values; active = max response of -50% or lower; inconclusive = between -30% and -50%; inactive = -30% or higher; also: value at the top dose of about 77 µM; % is scaled to controls: 0 for no effect and ±100 for the full control effect
Target sequence (P48426 whole entry, looked up): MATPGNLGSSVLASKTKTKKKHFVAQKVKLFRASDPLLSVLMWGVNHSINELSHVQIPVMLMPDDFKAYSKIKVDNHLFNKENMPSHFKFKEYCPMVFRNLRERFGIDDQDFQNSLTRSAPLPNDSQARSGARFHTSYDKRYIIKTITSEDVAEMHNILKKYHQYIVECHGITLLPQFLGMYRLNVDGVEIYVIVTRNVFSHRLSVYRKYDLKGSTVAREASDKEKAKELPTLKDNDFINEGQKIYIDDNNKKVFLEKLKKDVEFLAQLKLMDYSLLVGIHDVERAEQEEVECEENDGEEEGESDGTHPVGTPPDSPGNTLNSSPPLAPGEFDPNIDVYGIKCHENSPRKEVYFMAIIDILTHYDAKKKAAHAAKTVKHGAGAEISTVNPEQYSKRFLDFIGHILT
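Enzyme plus substrate dispensed, test compounds pinned in, then ATP (5 microM final) added. After 60 min at RT, ADP-Glo reagent 1 for 45 min and reagent 2 for 30 min preceded luminescence imaging.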
IL-2 act – activates IL-2 in a cell-based reporter assay; IL-2 activation reporter assay, cell-based qHTS; stimulated with anti-CD3/CD4/CD28 beads; in transgenic mouse T cells; activation, % (series mostly up to about 46 µM); actives 0.065% (n = 360,000); in the data active = activation above about 50%; inconclusive = mostly about 30% to 49%; also: 0% is about no effect
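Screening format: compound pinned onto unstimulated transgenic mouse T cells, 60 min incubation, then anti-CD3/anti-CD4/anti-CD28 bead stimulation for 18 hours at 37 degrees C, followed by EGFP and DsRed detection.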
WRN helicase inh – blocks human WRN helicase; Q14191; Potency, µM (doses to about 114 µM), for the others: top-dose activity change, negative = inhibition, usual class: inhibitors; WRN helicase unwinding, fluorescent forked duplex, kinetic; actives 0.46% (n = 360,000); also: potency is read from the fitted curve at half-maximal effect; % is scaled to controls: 0 for no effect and ±100 for the full control effect; nearly all actives have a fitted effect of over 55% in size
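Fluorescence dequenching readout, ex 525 nm/em 598 nm, kinetic mode: forked duplex DNA (100 nM final) with adjacent fluorophore and quencher unwound by WRN (20 nM final) with 2 mM ATP. Compound preincubation 15 min, room temperature.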
FUS suppressor – FUS proteinopathy suppression in yeast. Potency, µM (doses to about 76.6 µM), inactives show top-dose growth rescue (activation), usual class: activators. S. cerevisiae FUS-expressing, growth rescue, OD600, 24 h. actives 0.24% (n = 390,000);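 also: potency is read from the fitted curve at half-maximal effect; plate controls were DMSO vehicle for no effect and reference control for full effect; nearly all actives have a fitted effect of over 55% in size; some results filed as inactive show a strong effect at the top dose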
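Cultures pregrown in 2.5% raffinose medium are shifted to minimal medium containing 2% galactose to express toxic FUS. Compounds are tested at several concentrations. After 24hr at 30C, growth is quantified at 600 nm absorbance.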
PLK1 PBD block – PLK1 (human) polo-box domain binding inhibition; Plk1 PBD binding of FITC phosphopeptide, fluorescence polarization; Potency, µM, without a hit: max response, negative = inhibition, actives largely listed as inhibitors; actives 2.8% (n = 360,000); AID 720504; also: potency is read from the fitted curve at half-maximal effect; series mostly up to about 57 µM; % is scaled to controls: 0 for no effect and ±100 for the full control effect; nearly all actives have a fitted effect of over 65% in size
Target sequence (P53350 whole entry, looked up, the tested form may be a part): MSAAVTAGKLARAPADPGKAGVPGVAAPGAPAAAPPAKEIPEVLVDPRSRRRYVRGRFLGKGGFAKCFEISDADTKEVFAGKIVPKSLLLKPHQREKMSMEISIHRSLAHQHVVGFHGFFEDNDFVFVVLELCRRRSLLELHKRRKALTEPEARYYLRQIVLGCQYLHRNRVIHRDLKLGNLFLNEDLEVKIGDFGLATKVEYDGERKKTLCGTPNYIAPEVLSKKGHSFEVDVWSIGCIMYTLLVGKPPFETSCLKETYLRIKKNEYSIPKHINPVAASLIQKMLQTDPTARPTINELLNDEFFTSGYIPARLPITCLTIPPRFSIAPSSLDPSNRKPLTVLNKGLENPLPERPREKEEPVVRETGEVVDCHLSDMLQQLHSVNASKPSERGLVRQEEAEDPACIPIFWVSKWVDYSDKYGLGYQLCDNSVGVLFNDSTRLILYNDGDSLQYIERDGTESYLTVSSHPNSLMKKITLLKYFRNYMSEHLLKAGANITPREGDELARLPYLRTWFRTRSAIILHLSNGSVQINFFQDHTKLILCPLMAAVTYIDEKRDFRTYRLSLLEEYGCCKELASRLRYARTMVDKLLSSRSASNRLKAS
Starred values were filed as active, the others as inactive; ? = inconclusive; . = no result given; & = joins results of further samples; [ ] = another dose, or the depositor's remark. Unless noted, calls follow the shape of the dose curve; as a rule, active = well fitted curve in the direction sought with a large enough effect; inconclusive = small, poorly fitted or top-dose-only effect, or another doubt; inactive = no such curve, though single readings can be large; an effect the other way counts as inactive or inconclusive.

Each structure is followed by: EPAC1 ag, Abeta rescue, EPAC1 antagonist, PI5P4K alpha inh, IL-2 act, WRN helicase inh, FUS suppressor, PLK1 PBD block
CCN(CC)S(=O)(=O)c1ccc(-c2cc(C(=O)OC)sc2C(F)(F)F)cc1
  -7%, 7%, -26%, -1, 0.2, -28%, 11%, -4%
CC1(COS(N)(=O)=O)CCCCC1
  -14%, -13%, -2%, 3, -0.2, 4%, -26%, -5%
Cc1cc(-c2nnc(SCC(=O)Nc3ccccc3C)n2N)n[nH]1
  -7%, 3%, 8%, -2, -1.6, 11%, 7%, -12%
CCN(CC(=O)N1CCC(C(N)=O)CC1)S(=O)(=O)c1ccc(Cl)cc1
  12%, -18%, 6%, 6, -4.2, -30%, ., -2%
O=C1C[C@H]2[C@H](CO)[C@@H](OC(=O)c3ccc(-c4ccccc4)cc3)C[C@H]2O1
  -2%, 6%, -22%, 0, -1.1, -1%, 14%, 2%
CN(C)CCC=C1c2ccccc2CCc2ccccc21
  -1%, -5%, -19%, 5, 1.1, 2%, -27%, -5%
CC1CCCN(Cc2ccc(OCc3ccccc3)cc2)C1 (stereo not given)
  8%, 7%, 18%, 1, 3.7, -23%, 19%, -14%
CNC(=S)Nc1cccc(Cl)c1C
  -4%, 17%, -3%, -2, 0.0, 8%, 6%, -14%
Cc1cc(NC(=O)Nc2cc(Cl)sc2Cl)no1
  0%, 10%, -29%, -2, -6.5, -8%, 8%, 1%
CCSCCC(NC1=CC(=O)CC(C)(C)C1)C(=O)O (stereo not given)
  -2%, 6%, 13%, 4, -0.5, -1%, -3%, -2%
O=C(Nc1nnc(C2CC2)s1)c1cc(-c2ccccc2)nn1-c1ccccc1
  14%, 27%[9.22 µM], -12%, -7, -2.9, -29%, -11%, -7%
O=C(CCCc1cccs1)NCCc1c[nH]c2ccccc12
  9%, -18%, 12%, -5, -0.2, -6%, -3%, -5%
CCOC(=O)C1CCCN(C2=NC(=O)/C(=C/c3ccc(O)c(OC)c3)S2)C1 (stereo not given)
  7%, 2%, 5%, 3, -1.0, 2%, 18%, 55%[activator]
COc1ccc(C(=O)CSc2nnc(CNc3ccc(C)cc3C)o2)cc1
  0%, 23%, -16%, ., -0.2, 2%, 29%, -6%
O=C(CN1C(=O)NC2(CCCC2)C1=O)Nc1nc2ccccc2s1
  3%, 9%, 6%, 2, -4.1, 0%, 3%, -7%
CC(C)OC(=O)C(NC(=O)c1ccccc1)=C1CCCCC1
  -6%, 22%, 11%, ., -0.5, 1%, 8%, 1%
COc1cc(/C=C2/SC(=O)NC2=O)ccc1Oc1ccc([N+](=O)[O-])cc1[N+](=O)[O-]
  6%, -2%, -39%, -18, 1.0, -6%[11.6 µM], -5%, ?
CCOC(=O)C1=C(C)N=c2s/c(=C/c3ccc(OCC(=O)O)cc3)c(=O)n2C1c1cc(OC)c(OC)c(OC)c1 (stereo not given)
  3%, -5%, ?, -22, 10, ?, 44%, -9%
O=S(=O)(c1cnc(Cl)c(Br)c1)N1CCCCCC1
  3%, -7%, 1%, -2, 0.5, -10%, -3%, -4%
CCNC(=O)CCSc1nnc(-c2ccncc2)o1
  13%, -12%, -2%, 1, -1.9, -5%, 6%, -12%
Cc1ccc(C)c2[nH]c(=O)c(CCNC(=O)c3ccc4c(c3)OCO4)cc12
  -3%, 12%, 8%, ., -1.5, -1%, 15%, -3%
CC(C)COc1ccc(-c2nn(-c3ccccc3)cc2CO)cc1
  -2%, -22%, -10%, 33, -0.1, -6%, 34%, -6%
CCc1[nH]c(C)c(C(C)=O)c1C
  7%, 26%, 8%, -4, -0.1, -6%, 12%, -9%
CCOC(=O)c1c(NC(=O)CN2CCN(C(=O)c3ccco3)CC2)sc(C(N)=O)c1C
  -12%, -15%, 1%, -12, 2.2, -4%, 9%, -5%
Cc1ccc(-c2cnn3c(N4CCOCC4)cc(C)nc23)cc1
  4%, -2%, 2%, 9, -0.3, 1%, -19%, -5%
Cc1ccc(-c2nnc(N3CCN(C(=O)Cn4c(=O)n(C)c5ccccc54)CC3)c3ccccc23)cc1
  -7%, 27%, 7%, ., -1.4, 9%, 17%, 0%&0%
CC(=O)Nc1cccc(NC(=O)COC(=O)C2CC3CCCC(C2)C3=O)c1 (stereo not given)
  -6%, 18%, 21%, 8, 1.1, -9%, 5%, -2%
COc1ccc(CNCc2ccc(OC)c3ccccc23)cc1
  10%, 19%, 1%, 0, -0.1, 6%, 15%, -1%
N/C(=N\NC(=O)c1ccccc1Cl)c1cc2ccccc2oc1=O
  4%, -1%, -13%, -2, 0.7, -5%, 5%, 2%
CN(Cc1ccc(OC(F)F)cc1)C(=O)C1CCN(S(=O)(=O)c2ccc3c(c2)OCCO3)CC1
  6%, -18%, -16%, 3, -0.9, 5%, ?, -9%

The last four entries of the section before lead into the next:
Each structure is followed by: EPAC1 ag, Abeta rescue, EPAC1 antagonist, PI5P4K alpha inh, IL-2 act, WRN helicase inh, FUS suppressor, PLK1 PBD block
CC(=O)Nc1cccc(NC(=O)COC(=O)C2CC3CCCC(C2)C3=O)c1 (stereo not given)
  -6%, 18%, 21%, 8, 1.1, -9%, 5%, -2%
COc1ccc(CNCc2ccc(OC)c3ccccc23)cc1
  10%, 19%, 1%, 0, -0.1, 6%, 15%, -1%
N/C(=N\NC(=O)c1ccccc1Cl)c1cc2ccccc2oc1=O
  4%, -1%, -13%, -2, 0.7, -5%, 5%, 2%
CN(Cc1ccc(OC(F)F)cc1)C(=O)C1CCN(S(=O)(=O)c2ccc3c(c2)OCCO3)CC1
  6%, -18%, -16%, 3, -0.9, 5%, ?, -9%
OC(CNCc1ccc(F)cc1)(c1ccccc1)c1ccc(F)cc1 (stereo not given)
  5%, 22%, 0%, -4, -1.5, -4%, 7%, -1%
CC1CC1C(=O)OCC(=O)NNC(=O)COc1ccc(Br)cc1 (stereo not given)
  ?, 9%, -9%, -4, -1.2, -2%, 4%, -1%
CCCn1cnc2cc(NCc3cccs3)ccc21
  6%, 0%, 4%, 1, 0.1, -6%, 12%, -2%
CCCCn1c(N)c(N(CCC(C)C)C(=O)c2sc3nc4n(c(=O)c3c2C)CCC4)c(=O)[nH]c1=O
  8%, -2%, 0%, 2, 3.0, 11%, 1%, 6%
Cn1c(Nc2ccccc2)cc(=O)n(C)c1=O
  17%, 1%, 6%, -3, 2.4, -9%, -21%, -5%
NC(=O)C1CCN(c2cc(Cl)nc(N)n2)CC1
  15%, -14%, -10%, -53*, 0.3, -21%, 36%, 8.4µM*
O=C(CC1OC(=O)c2ccccc21)Nc1ccc(Cl)c(S(=O)(=O)N2CCCCC2)c1 (stereo not given)
  2%, 10%, -9%, 2, -4.6, -6%, ?, -7%
Cc1c(OCc2ccccc2)c(=O)ccn1Cc1ccc(F)cc1
  3%, -9%, 2%, 24, -1.8, -4%, -4%, -7%
CC(/C=N/NC(=O)c1cccs1)=C\c1ccco1
  -3%, -2%, -15%, -29, 0.7, -26%, 19%, -4%
Cc1cc(C)n(-c2ncnc3sc4c(c23)CC(C)CC4)n1 (stereo not given)
  4%, -12%, 8%, ., -1.4, 2%, 18%, -8%
CCOC(=O)CCC(=O)Nc1ccc(S(=O)(=O)N2CCCC2)cc1
  3%, 8%, 1%, ., 0.8, -8%, -2%, 3%
CCCCSc1nnc(-c2ccc(C)cc2)o1
  12%, -1%, -13%, ., -1.2, -6%, 9%, -6%
Cc1ccc(-n2c(CCC(=O)O)ccc2-c2cccs2)cc1C
  1%, 13%&-19%, 7%, -16, 1.0, -4%, 15%&32%, -20%
CN(C)c1cccc(C(=O)Nc2cc(C(F)(F)F)ccc2-n2cnc3ccccc32)c1
  7%, -1%, 0%, 0, -0.8, -20%, ., -7%
CCN(CC)c1cc(-c2ccccc2)ncn1
  5%, 7%, 3%, 2, -3.3, -4%, 26%, -12%
COC(=O)Cn1cnc2c(C#N)c3n(c2c1=O)CCCCC3
  4%, 7%, 4%, ., 2.1, 4%, 15%, -2%
Cn1cnc([N+](=O)[O-])c1S(=O)(=O)Oc1ccc(Cl)cc1
  -4%, -70%[inhibitor], -14%, -3, -1.0, 35µM*, 0%, ?
Cc1cc(C(=O)N/N=C2\CC(=O)c3ccccc32)c(C)n1-c1ccccc1
  -1%, 1%, -7%, -19, -3.7, 5%, ?, -22%
CCC(CC)NCCOC(=O)c1ccc([N+](=O)[O-])cc1
  -2%, 4%, 2%, -14, -1.5, 7%, -23%, -13%
Brc1ccc(C2Nc3cccc4cccc(c34)N2)cc1
  -6%, ?, 3%, -2, -0.9, -3%[57.1 µM], 25%, -2%
O=C(COC(=O)C1CCC1)Nc1cc(S(=O)(=O)N2CCOCC2)ccc1Cl
  -9%, -9%, -4%, 3, -1.4, -5%, -4%, -4%
CC1C(=O)C(C)C(c2cccc(Br)c2)NC1c1cccc(Br)c1 (stereo not given)
  2%, ?, 7%, 2, -0.4, 4%, 25%, -4%
Cc1ccccc1-c1nnn(Cc2ccc(F)cc2Cl)n1
  -3%, 13%, 14%, -3, 1.4, 4%, -10%, 4%
Cc1ccc(Sc2ncccc2COC(=O)NC(C)C)cc1
  -5%, 18%, -16%, 5, -0.7, -18%, 13%, -4%
Cc1cccnc1C(NC(=O)C1CCN(Cc2ccc3ccccc3n2)CC1)c1ccc(Cl)cc1 (stereo not given)
  21%, -6%, -28%, -4, -0.7, -2%, 12%, -12%
Nc1nc(SCC(=O)O)[nH]c(=O)c1NC(=O)c1ccco1
  18%, 4%, 2%, 11, -0.5, -1%, -4%, -5%
O=C(Nc1cccc(C(=O)O)c1)/C(=C\c1cccc([N+](=O)[O-])c1)NC(=O)c1ccc(Br)cc1
  5%, 9%, -2%, 3, -0.9, -5%, ?, 4%
CCSc1ccccc1C(=O)N1CCC2(CC1)CC(=O)c1ccccc1O2
  -6%, 8%, ?, 0, -1.6, -4%, 14%, -13%
COc1ccccc1/C=C/C=N/NC(=O)c1cnccn1
  -3%, -8%, 7%, 6, 1.5, 6%, 4%, -6%
CCC1(CC)N([O-])C(C)=C(c2ccccc2)[N+]1=O
  13%, -4%, 5%, -6, 0.3, -10%, -20%, -10%
C=C(C)Cn1c(N2CCC(Cc3ccccc3)CC2)nc2c1c(=O)[nH]c(=O)n2C
  0%, -27%, 4%, -6, -1.4, 4%, -11%, -9%
COc1ccc2c(=O)c3c(=O)n(Cc4ccco4)c(-c4ccco4)nc3oc2c1
  9%, -9%, -12%, ., -1.9, 45µM*, 38%, ?
Cn1c(CCNC(=O)c2ccc(Cl)cc2)n[nH]c1=S
  1%, 4%, 8%, 9, -0.7, 4%, 6%, -3%
